From PubChem
AID2073 = disruptors of CaV2.2 binding to Mint1 – biochemical, HTRF (AID 2073). 290,000 compounds, 0.19% hits. HTRF protein-protein interaction, Mint1-CaV2.2; higher % means a stronger effect. inhibition, % at 20 µM, or IC50 in µM where a hit was titrated; in the data active = inhibition mostly above about 51%, no sharp cut-off; also: some results filed as inactive read as strong as hits
GPR35 antagonists = GPR35 antagonists blocking zaprinast-driven arrestin recruitment, primary screen, imaging, U2OS, beta-arrestin-GFP, zaprinast agonist (AID 2058) | U2OS GPR35 beta-arrestin-GFP translocation imaging, zaprinast antagonism; higher % means a stronger effect | one-dose inhibition, % at 10 µM; IC50 in µM for titrated hits | 290,000 compounds, 0.052% hits;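 active = inhibition of at least 50% with at least 30 cells and total cytoplasm GFP at most 10,000,000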
GPR55 LPI antagonism = inhibition of LPI-stimulated GPR55 beta-arrestin translocation – imaging, U2OS, beta-arrestin-GFP, LPI agonist, primary screen (AID 2013); U2OS GPR55 beta-arrestin-GFP translocation imaging, LPI antagonism; higher % means a stronger effect; inhibition, % at 10 µM, or IC50 in µM where a hit was titrated; 290,000 compounds, 0.13% hits;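 active = spots per cell inhibited over 60%, with over 100 cells counted and total cytoplasm intensity under 500,000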;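 also: U2OS cells stably carrying GPR55 and arrestin-GFP stimulated by 5 µM LPI near EC80; imaged beta-arrestin-GFP aggregate spots per cell after agonist stimulation; plate controls were LPI-stimulated DMSO wells for no effect and DMSO wells without LPI for full effect; some results filed as inactive read as strong as hits; confirmed hits need IC50 under 10 µM and bright autofluorescent wells are also inconclusive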
Rac1 GTP hydrolysis = MgcRacGAP GTPase-activating activity inhibitors, confirmation, biochemical, ADP Hunter fluorescence. MgcRacGAP-stimulated Rac1 GTP hydrolysis, ADP Hunter fluorescence; higher % means a stronger effect; GST-tagged Rac1 F28L mutant substrate. one-dose inhibition, % at 30 µM; IC50 in µM for titrated hits. 340,000 compounds, 0.6% hits;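 active = first-screen hits whose inhibition reached a set limit at any dose in the follow-up dose series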;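 also: fluorescence reports GDP produced by GAP-driven GTP hydrolysis; strong numbers were not always called active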
Yfh1-off respiration = mitochondrial function rescue without frataxin homolog – Friedreich's ataxia, plus single-dose screen, dose response (AID 1465) | S. cerevisiae Yfh1-off respiration, WST-1 reduction, 72 h; higher fold induction means a stronger effect | fold induction at 50 µM; hits with a dose series show EC50 in µM | 220,000 compounds, 0.074% hits;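 active = fold induction of absorbance versus untreated yeast above a set limit, then at least 30% activation at any dose in follow-up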;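 also: activators that raise dye reduction in frataxin-depleted yeast; strong numbers were not always called active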
NS5 inhibitors = flavivirus cap methylation enzyme inhibition – biochemical, confirmation dose response, primary screen (AID 588689). 340,000 compounds, 0.3% hits. inhibition, % at 25 µM; hits with a dose series show IC50 in µM. Dengue-2 NS5 methyltransferase capping enzyme assay, biochemical; higher % means a stronger effect; in the data active = a potency from the dose series
GPR55 beta-arrestin = GPR55 agonists via beta-arrestin recruitment, primary screen, imaging, U2OS cells, beta-arrestin-GFP redistribution (AID 1961) | U2OS GPR55 beta-arrestin-GFP redistribution imaging; higher % means a stronger effect | one-dose activation, % at 10 µM; EC50 in µM for titrated hits | 290,000 compounds, 0.048% hits;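 active = activation above 40% with more than 50 cells counted in the well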;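 also: U2OS osteosarcoma cells stably expressing GPR55 and beta-arrestin-GFP; plate controls were DMSO negative control for no effect and LPI positive control for full effect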
NTR1 agonist = NTR1-driven beta-arrestin-GFP spot formation – imaging, U2OS cells, high content, primary screen (AID 493036) | P30989 | agonist mode | activation, % at 20 µM | 330,000 compounds, 0.17% hits;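 active = activation at or above 40% of the spot to cytoplasm intensity ratio, with at least 20 cells analyzed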;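 also: 0% = DMSO without peptide and 100% = 100 nM NTR1 peptide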
Target sequence (P30989 whole entry, looked up): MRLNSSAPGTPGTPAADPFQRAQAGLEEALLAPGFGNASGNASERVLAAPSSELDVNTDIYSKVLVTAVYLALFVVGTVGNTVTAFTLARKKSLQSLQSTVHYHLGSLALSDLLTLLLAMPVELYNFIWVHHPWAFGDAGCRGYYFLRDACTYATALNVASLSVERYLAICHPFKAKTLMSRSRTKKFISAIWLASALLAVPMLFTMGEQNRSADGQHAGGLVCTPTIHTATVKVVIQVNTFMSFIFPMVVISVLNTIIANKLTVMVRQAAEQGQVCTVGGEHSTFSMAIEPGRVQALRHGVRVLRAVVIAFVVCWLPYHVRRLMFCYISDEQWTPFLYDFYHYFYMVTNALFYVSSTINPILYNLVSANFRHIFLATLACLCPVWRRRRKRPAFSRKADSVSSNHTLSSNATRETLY
SV40 large T antigen = TAg ATPase/helicase activity blockers – biochemical (AID 1903); SV40 large T antigen ATPase/helicase inhibition assay; higher % means a stronger effect; inhibition, % at 20 µM, or IC50 in µM where a hit was titrated; 310,000 compounds, 0.39% hits; in the data active = a potency from the dose series; also: strong numbers were not always called active
NTR1 agonist cell count 20 µM = recorded beside NTR1 agonist, whose call it bears; cell count; measured here: cell count, cytotoxicity flag
NS5 inhibitors pilot replicate = second read-out of NS5 inhibitors, no call of its own (marks repeat the call); inhibition, %; measured here: pilot screen replicate inhibition
Numbers without * were called inactive. Not a hit list; about 1.7% have a hit in one of these screens.

Results for Cc1ccc2cc(C#N)c(SCC(=O)NCC3CCCO3)nc2c1 (stereo unspecified) ?
AID2073: 1%; GPR35 antagonists: -19%; GPR55 LPI antagonism: 2%; Rac1 GTP hydrolysis: -4%; Yfh1-off respiration: inactive; NS5 inhibitors: -1%; GPR55 beta-arrestin: -0.3%; NTR1 agonist: -0.6; SV40 large T antigen: 0%; NTR1 agonist cell count 20 µM: 46

How did CCCSc1nc(C)c2cc(C)cc(C)c2n1 do in these assays?
AID2073: -18%; GPR35 antagonists: -2%; GPR55 LPI antagonism: 0%; Rac1 GTP hydrolysis: 3%; Yfh1-off respiration: inactive; NS5 inhibitors: -12%; GPR55 beta-arrestin: -0.2%; NTR1 agonist: 5.1; SV40 large T antigen: 2%; NTR1 agonist cell count 20 µM: 85

What do the screens show for `c1ccc(OCc2ccc(CCCN3CCOCC3)cc2)cc1`?
AID2073: 4%; GPR35 antagonists: -2%; GPR55 LPI antagonism: 10%; Rac1 GTP hydrolysis: 8%; NS5 inhibitors: 4%; GPR55 beta-arrestin: -0.1%; NTR1 agonist: 0.3; SV40 large T antigen: 1%; NTR1 agonist cell count 20 µM: 69

How did CC12CCC(=O)N1C(C(=O)OCC(=O)Nc1cccc(Br)c1)CS2 (stereo unspecified) do in these assays?
AID2073: -1%; GPR35 antagonists: -5%; GPR55 LPI antagonism: -8%; Rac1 GTP hydrolysis: 5%; Yfh1-off respiration: inactive; NS5 inhibitors: -2%; GPR55 beta-arrestin: -0.3%; NTR1 agonist: -0.6; SV40 large T antigen: 4%; NTR1 agonist cell count 20 µM: 66

What do the screens show for `Cn1c(CSCc2ccc(F)cc2)n[nH]c1=S`?
AID2073: -12%; GPR35 antagonists: 8%; GPR55 LPI antagonism: -3%; Rac1 GTP hydrolysis: 9%; NS5 inhibitors: 4%; GPR55 beta-arrestin: 0.3%; NTR1 agonist: 0.3; SV40 large T antigen: 9%; NTR1 agonist cell count 20 µM: 69; NS5 inhibitors pilot replicate: -0.6

What do the screens show for `CC(=O)c1ccc(NC(=O)C(C)OC(=O)C2CCN(c3ccc(C(F)(F)F)cn3)CC2)cc1` (stereo unspecified)?
Rac1 GTP hydrolysis: 8%; NS5 inhibitors: 0%; NTR1 agonist: 2.5; SV40 large T antigen: 7%; NTR1 agonist cell count 20 µM: 58

Results for Cc1ccc(S(=O)(=O)N2CCCN(S(=O)(=O)c3ccc(C)c(C)c3)CC2)cc1C ?
AID2073: 9%; GPR35 antagonists: 0%; GPR55 LPI antagonism: 14%; Rac1 GTP hydrolysis: 2%; NS5 inhibitors: -1%; GPR55 beta-arrestin: -0.1%; NTR1 agonist: 3.0; SV40 large T antigen: 0%; NTR1 agonist cell count 20 µM: 57

How did Cn1cc(C=C2C(=O)OC3(CCCCC3)OC2=O)c2ccccc21 do in these assays?
AID2073: -13%; GPR35 antagonists: 0%; GPR55 LPI antagonism: -12%; Rac1 GTP hydrolysis: -8%; Yfh1-off respiration: inactive; NS5 inhibitors: -57%; GPR55 beta-arrestin: -0.2%; NTR1 agonist: 2.3; SV40 large T antigen: 12%; NTR1 agonist cell count 20 µM: 53

What do the screens show for `Cc1ccc(O)c(NC(=S)NC(=O)/C=C/c2ccccc2)c1`?
AID2073: 10%; GPR35 antagonists: -9%; GPR55 LPI antagonism: 2%; Rac1 GTP hydrolysis: 13%; NS5 inhibitors: -4%; GPR55 beta-arrestin: -0.4%; NTR1 agonist: 1.5; SV40 large T antigen: 13%; NTR1 agonist cell count 20 µM: 57

How did CCn1nc(C)cc1C(=O)N1CCc2c([nH]c3ccccc23)C1c1cc(F)ccc1F (stereo unspecified) do in these assays?
AID2073: -8%; GPR35 antagonists: -7%; GPR55 LPI antagonism: 13%; Yfh1-off respiration: inactive; GPR55 beta-arrestin: -0.3%; NTR1 agonist: 1.0; SV40 large T antigen: -3%; NTR1 agonist cell count 20 µM: 36

What do the screens show for `CCN(CC(=O)NC1CCS(=O)(=O)C1)c1nc(-c2ccccc2)nc2ccccc12` (stereo unspecified)?
AID2073: -5%; GPR35 antagonists: 2%; GPR55 LPI antagonism: 15%; Rac1 GTP hydrolysis: 7%; Yfh1-off respiration: inactive; NS5 inhibitors: -2%; GPR55 beta-arrestin: 0.5%; NTR1 agonist: -1.6; SV40 large T antigen: 1%; NTR1 agonist cell count 20 µM: 83

What do the screens show for `CCOc1ccc(-n2ccnc2SCC(=O)Nc2cc(C)on2)cc1`?
AID2073: -5%; GPR35 antagonists: 0%; GPR55 LPI antagonism: 2%; Rac1 GTP hydrolysis: -1%; Yfh1-off respiration: inactive; NS5 inhibitors: 4%; GPR55 beta-arrestin: -0.7%; NTR1 agonist: -0.9; SV40 large T antigen: 19%; NTR1 agonist cell count 20 µM: 59

How did Cc1cccc(C)c1NC(=O)CSc1ncnc2nc[nH]c12 do in these assays?
AID2073: 13%; GPR35 antagonists: -6%; GPR55 LPI antagonism: 6%; Rac1 GTP hydrolysis: 0%; Yfh1-off respiration: inactive; NS5 inhibitors: -3%; GPR55 beta-arrestin: -0.3%; NTR1 agonist: 0.4; SV40 large T antigen: 4%; NTR1 agonist cell count 20 µM: 49

What do the screens show for `Cc1nc(-c2cc(C#N)c(=O)[nH]c2C)cs1`?
AID2073: 8%; GPR35 antagonists: -9%; GPR55 LPI antagonism: 13%; Rac1 GTP hydrolysis: -5%; Yfh1-off respiration: inactive; NS5 inhibitors: 9%; GPR55 beta-arrestin: -0.1%; NTR1 agonist: 0.4; SV40 large T antigen: 20%; NTR1 agonist cell count 20 µM: 49

What do the screens show for `CC(C)(C)c1ccc(C(=O)NCC(=O)N2CCCCCC2)cc1`?
AID2073: 7%; GPR35 antagonists: -1%; GPR55 LPI antagonism: 11%; Rac1 GTP hydrolysis: 8%; NS5 inhibitors: 0%; GPR55 beta-arrestin: 0.1%; NTR1 agonist: 3.2; SV40 large T antigen: 9%; NTR1 agonist cell count 20 µM: 35

How did COc1cc(Br)c(CC(=O)NC2CC2)cc1OC do in these assays?
AID2073: 6%; GPR35 antagonists: 5%; GPR55 LPI antagonism: 4%; Rac1 GTP hydrolysis: 5%; NS5 inhibitors: -8%; GPR55 beta-arrestin: -0.2%; NTR1 agonist: 0.2; SV40 large T antigen: 5%; NTR1 agonist cell count 20 µM: 57

Results for COc1ccc(NC(=O)CNC(=O)C2CCCCC2)cc1 ?
AID2073: -4%; GPR35 antagonists: 3%; GPR55 LPI antagonism: -5%; Rac1 GTP hydrolysis: 7%; NS5 inhibitors: 5%; GPR55 beta-arrestin: -0.1%; NTR1 agonist: 1.0; SV40 large T antigen: 1%; NTR1 agonist cell count 20 µM: 64

Results for Cc1cccc2sc(N(CCCN(C)C)C(=O)c3ccc4ncsc4c3)nc12 ?
AID2073: -4%; GPR35 antagonists: 6%; GPR55 LPI antagonism: -34%; Rac1 GTP hydrolysis: 20%; NS5 inhibitors: 4%; GPR55 beta-arrestin: -0.1%; NTR1 agonist: -0.9; SV40 large T antigen: -3%; NTR1 agonist cell count 20 µM: 65

What do the screens show for `CC1CN(C(=S)Nc2ccc(Br)cc2)CC(C)O1` (stereo unspecified)?
AID2073: -36%; GPR35 antagonists: -3%; GPR55 LPI antagonism: 18%; Rac1 GTP hydrolysis: 5%; NS5 inhibitors: 1%; GPR55 beta-arrestin: -0.2%; NTR1 agonist: -0.2; SV40 large T antigen: 0%; NTR1 agonist cell count 20 µM: 56

Results for Cc1ccc(NC(=O)Cn2c(CCC(=O)O)ccc2-c2cccs2)cc1 ?
AID2073: 15%; GPR35 antagonists: -3%; GPR55 LPI antagonism: 0%; Rac1 GTP hydrolysis: 6%; Yfh1-off respiration: inactive; NS5 inhibitors: -6%; GPR55 beta-arrestin: 0.3%; NTR1 agonist: 1.0; SV40 large T antigen: 17%; NTR1 agonist cell count 20 µM: 49

How did Cc1ccc(NC(=O)CSc2nc3ccccc3c3nc(CCn4cncc4C)nn23)c(C)c1 do in these assays?
AID2073: 26%; GPR35 antagonists: 8%; GPR55 LPI antagonism: -10%; Rac1 GTP hydrolysis: 10%; Yfh1-off respiration: inactive; NS5 inhibitors: -6%; GPR55 beta-arrestin: -0.2%; NTR1 agonist: 0.8; SV40 large T antigen: -7%; NTR1 agonist cell count 20 µM: 69

How did CC1(C)CC(NC(=O)C23CCC(C)(C(=O)C2=O)C3(C)C)CC(C)(C)N1 (stereo unspecified) do in these assays?
AID2073: 1%; GPR35 antagonists: -8%; GPR55 LPI antagonism: 3%; Rac1 GTP hydrolysis: 1%; Yfh1-off respiration: inactive; NS5 inhibitors: 0%; GPR55 beta-arrestin: -0.3%; NTR1 agonist: 0.5; SV40 large T antigen: 35%; NTR1 agonist cell count 20 µM: 65

What do the screens show for `O=C(c1ccc(N2CCCC2)c([N+](=O)[O-])c1)N1CCN(CCO)CC1`?
AID2073: -2%; GPR35 antagonists: -4%; GPR55 LPI antagonism: 5%; Rac1 GTP hydrolysis: 14%; Yfh1-off respiration: inactive; NS5 inhibitors: -9%; GPR55 beta-arrestin: 0.4%; NTR1 agonist: -0.7; SV40 large T antigen: 4%; NTR1 agonist cell count 20 µM: 48

Results for COc1ccc(C)cc1NC(=O)C(OC(=O)c1cccc(S(=O)(=O)N(C)c2ccccc2)c1)c1ccccc1 (stereo unspecified) ?
AID2073: 6%; GPR35 antagonists: -4%; GPR55 LPI antagonism: 17%; Rac1 GTP hydrolysis: 7%; Yfh1-off respiration: inactive; NS5 inhibitors: -1%; GPR55 beta-arrestin: 0.0%; NTR1 agonist: -1.4; SV40 large T antigen: 1%; NTR1 agonist cell count 20 µM: 48

How did COc1ccc(CCNC(=O)CN2CCCc3ccccc32)cc1OC do in these assays?
AID2073: 33%; GPR35 antagonists: 21%; GPR55 LPI antagonism: -5%; Rac1 GTP hydrolysis: 10%; Yfh1-off respiration: inactive; NS5 inhibitors: 0%; GPR55 beta-arrestin: -0.1%; NTR1 agonist: 1.9; SV40 large T antigen: 2%; NTR1 agonist cell count 20 µM: 104

Reprinted from the entries so far, two compounds:
Results for COc1ccc(C)cc1NC(=O)C(OC(=O)c1cccc(S(=O)(=O)N(C)c2ccccc2)c1)c1ccccc1 (stereo unspecified) ?
AID2073: 6%; GPR35 antagonists: -4%; GPR55 LPI antagonism: 17%; Rac1 GTP hydrolysis: 7%; Yfh1-off respiration: inactive; NS5 inhibitors: -1%; GPR55 beta-arrestin: 0.0%; NTR1 agonist: -1.4; SV40 large T antigen: 1%; NTR1 agonist cell count 20 µM: 48

How did COc1ccc(CCNC(=O)CN2CCCc3ccccc32)cc1OC do in these assays?
AID2073: 33%; GPR35 antagonists: 21%; GPR55 LPI antagonism: -5%; Rac1 GTP hydrolysis: 10%; Yfh1-off respiration: inactive; NS5 inhibitors: 0%; GPR55 beta-arrestin: -0.1%; NTR1 agonist: 1.9; SV40 large T antigen: 2%; NTR1 agonist cell count 20 µM: 104
